RAD54 branch: blocks human RAD54 Holliday junction branch migration | Q92698 | FAM/BHQ fluorescence | inhibition, % at 10.4 µM | 360,000 compounds, 0.14% hits;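 active means mean normalized replicate activity at least 40 and at least half of replicates scoring 40 or more; inconclusive means only one of the two criteria met; inactive means mean below 40 and under half of replicates reaching 40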;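 further: 0% = median of neutral control wells and 100% = median of positive control wells; inhibitors cause a drop in the FAM fluorescence signal; in these data hits start at about 50%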
Target sequence (Q92698 whole entry, looked up): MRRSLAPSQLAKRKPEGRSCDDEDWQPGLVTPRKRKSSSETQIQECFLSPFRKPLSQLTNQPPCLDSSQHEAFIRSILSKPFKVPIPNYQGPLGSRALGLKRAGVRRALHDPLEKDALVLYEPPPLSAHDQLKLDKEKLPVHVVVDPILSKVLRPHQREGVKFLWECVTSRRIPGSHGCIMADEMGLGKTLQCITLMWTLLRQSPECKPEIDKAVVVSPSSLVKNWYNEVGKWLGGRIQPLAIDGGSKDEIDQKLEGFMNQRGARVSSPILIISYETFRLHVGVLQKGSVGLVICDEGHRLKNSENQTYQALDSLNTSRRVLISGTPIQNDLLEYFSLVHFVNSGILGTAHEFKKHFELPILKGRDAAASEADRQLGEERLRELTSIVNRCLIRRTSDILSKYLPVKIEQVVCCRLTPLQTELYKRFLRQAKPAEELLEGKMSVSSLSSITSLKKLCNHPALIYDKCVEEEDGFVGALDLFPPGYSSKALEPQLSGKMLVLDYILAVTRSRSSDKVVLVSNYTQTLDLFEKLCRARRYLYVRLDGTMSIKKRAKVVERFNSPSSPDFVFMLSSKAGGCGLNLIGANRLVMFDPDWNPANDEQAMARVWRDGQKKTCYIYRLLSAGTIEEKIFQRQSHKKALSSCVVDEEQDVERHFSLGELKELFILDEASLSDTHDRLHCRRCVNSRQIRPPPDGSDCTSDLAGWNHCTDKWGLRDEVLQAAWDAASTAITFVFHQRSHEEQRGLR
DENV2 CPE rescue: DENV2-induced cell death inhibition; 350,000 compounds, 1.7% hits; CPE inhibition, % at 9.99 µM; DENV2-infected cells, cytopathic effect rescue, plate reader; in the data active means CPE inhibition above about 20%, passing the limit was not always enough; inconclusive means no clear call, values can overlap the other calls; tested in BHK-21 cells;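 further: 0% = median of neutral control wells and 100% = median of positive control wells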
E-selectin induc: E-selectin induction on HUVECs | HUVEC E-selectin immunofluorescence imaging; normalized: neutral wells 0, TNF-alpha wells 100 | activation, % at 7.58 µM | 260,000 compounds, 0.37% hits | AID 686992;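 active means mean E-selectin-positive cell signal at least 10% of the positive control, reached in at least 60% of replicates, without over 20% cell loss; inconclusive means no rule given, readout overlaps actives, possibly toxicity-flagged; inactive means the rest, including those meeting only one limit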;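 further: in these data hits start at about 27%; measured in HUVEC primary endothelial cells; signal is the percent of cells scored E-selectin positive by PE staining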
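material = human umbilical vein endothelial cells (HUVEC), E-selectin induction | quantity = 3,000 cells/well | medium = EGM-2 growth medium on 0.1% gelatin-coated wells | technique = immunofluorescence imaging | read-out basis = % PE-positive cells | control set = TNF-alpha positive control, DMSO neutral control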
Xi reactivation: X-chromosome reactivation activator | XiGFP mouse fibroblasts, % GFP-positive cells imaging, 3 d; cells co-treated with 5-aza-dC sensitizer; scaled so ellipticine positive control = 100% | activation, % at 7.58 µM | 360,000 compounds, 0.055% hits;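 active means mean normalized replicate activation at least 10% and every replicate at or above 10%; inconclusive means only one of the two criteria met; inactive means mean below 10% and not all replicates reach 10%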;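 further: 0% = median of on-plate neutral control wells and 100% = ellipticine 6 µM median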
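Material: XiGFP fibroblasts, SV40-immortalized. Buffer or medium: DMEM plus 5-aza-dC sensitizer. Compound: single concentration per compound, delivered by pin transfer. Times: 3 days compound exposure. Controls: ellipticine 6 µM.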
GSIS activator: GLuc luminescence reporter in INS-1E cells, primary screen for activators of glucose-dependent secretion of insulin; INS-1E GLuc reporter insulin secretion, 2-3 h; AID 743287; 370,000 compounds, 0.61% hits; activation, % at 16.6 µM;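 active means lowest replicate activation of at least 40%, so every replicate reaches that level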;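 further: 0% = median of neutral control wells and 100% = median of IBMX positive control wells; some compounds called inactive have numbers as strong as hits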
RAD52 anneal inh: blocks human RAD52 DNA annealing. P43351. recombinant RAD52 DNA annealing, FRET fluorescence. inhibition, % at 18.7 µM. 360,000 compounds, 0.46% hits;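 active means every replicate showing at least 50% inhibition; inconclusive means mean inhibition at least 50% but not in every replicate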
F508del corr: CFTR F508del correction in bronchial cells. CFBE cells, YFP halide quenching; stimulated with forskolin plus potentiator P3; % fluorescence drop versus neutral controls. activity (quench increase), % at 7.58 µM. 350,000 compounds, 0.36% hits;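 active means mean added fluorescence quench of at least 8% versus neutral control, with both replicates also reaching 8%; inconclusive means only one of the mean or replicate conditions met; inactive means mean below 8% and not both replicates reaching 8%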;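 further: cells transiently co-express mutant CFTR-F508del with the halide-sensitive YFP; corrector assay measuring rescue of mutant channel to the surface after 24 h compound exposure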
CASP6 VEID inh: inhibitors of human caspase-6; purified caspase-6, Z-VEID-R110 cleavage fluorescence; inhibition, % at 12.5 µM; 350,000 compounds, 0.53% hits;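 active means mean inhibition across replicates at least about 35%, with every replicate also reaching that limit, limit read from the data; inconclusive means only one of the two criteria met; inactive means neither criterion met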;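 further: 0% = median of neutral control wells and 100% = no fluorescence left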
Target sequence (P55212 24-179 limits assumed): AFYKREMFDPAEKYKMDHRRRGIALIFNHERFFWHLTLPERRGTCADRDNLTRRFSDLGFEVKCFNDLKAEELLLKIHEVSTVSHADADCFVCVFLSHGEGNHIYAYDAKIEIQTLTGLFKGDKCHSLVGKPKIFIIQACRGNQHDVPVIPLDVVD
Target sequence (P55212 194-293 limits assumed): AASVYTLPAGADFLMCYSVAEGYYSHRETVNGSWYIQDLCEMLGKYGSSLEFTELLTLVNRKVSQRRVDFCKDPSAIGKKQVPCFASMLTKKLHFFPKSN
Starred values were filed as active, the others as inactive; ? = inconclusive; . = not tested or not shown.

Value order: RAD54 branch	DENV2 CPE rescue	E-selectin induc	Xi reactivation	GSIS activator	RAD52 anneal inh	F508del corr	CASP6 VEID inh
> COc1ccc(CCNC(=O)CCC(=O)N2CC(C)Oc3ccccc32)cc1OC (centres undefined)
    -11.1	-0.4	0.1	0.1	.	-6.8	-1.1	0.5
> COc1ccccc1N1CCN(C(=O)CSc2nc(C)cc(=O)[nH]2)CC1
    -7.4	9.4	.	.	15.5	-13.5	-1.1	-3.3
> CCn1cc(C(=O)NC2CCCCC2)c(=O)c2cc(S(=O)(=O)N(C)C)ccc21
    -14.5	-2.6	-0.1	0.2	4.8	-10.3	-2.2	-0.1
> CC(N)c1csc(Nc2nncc3ccccc23)n1 (centres undefined)
    70.2*	-11.1	4.9	0.1	12.6	40.4	1.7	-1.2
> CCCC12CN3CCN(CC(C3)/C1=N\NC(=O)c1ccccc1Cl)C2
    .	-7.2	.	0.0	21.7	-8.8	.	-0.9
> CC(C)C(NC(=O)c1ccco1)C(=O)NC1CCCCCC1 (centres undefined)
    4.0	-1.6	0.3	0.0	1.6	-1.9	-2.9	-2.3
> O=C(C(=O)N1CCC(CNC(=O)c2ccccc2F)CC1)c1cc2ccccc2o1
    .	?	-0.1	0.0	8.0	-9.9	0.9	3.7
> CCOC(=O)N1CCC(N2C(=O)c3ccccc3C2Nc2c(C)cccc2C)CC1 (centres undefined)
    2.4	6.1	.	0.0	.	4.9	1.0	-0.5
> C/C=C/c1ccc2c(c1)O[C@H](CN(C)C(=O)c1ccccc1F)[C@H](C)CN([C@H](C)CO)S2(=O)=O
    -0.4	-10.9	-0.2	-0.7	12.3	21.5	-0.3	1.2
> C[C@@H]1CN([C@@H](C)CO)C(=O)Cc2cc(NC(=O)CCN3CCOCC3)ccc2O[C@H]1CN(C)Cc1ccc(Cl)c(Cl)c1
    -10.4	7.6	-7.9	0.8	6.1	42.3	-2.0	-3.2
> Cc1cc(C)cc(NC(=O)C(=O)NCCCN2CCOCC2)c1
    -2.5	0.3	.	0.0	-2.8	-37.5	2.1	0.0
> Nc1cccc(C(=O)c2ccccc2C(=O)O)c1
    9.1	-3.3	-0.1	0.0	-1.9	-27.7	-0.3	-2.9
> CO[C@H]1CN(C)C(=O)c2ccc(NC(=O)c3ccc4c(c3)OCO4)cc2OC[C@H](C)NC[C@H]1C
    0.8	0.2	0.2	-0.1	1.5	21.0	-1.0	-1.5
> COc1ccc(NC(=O)CN(Cc2ccccc2)S(C)(=O)=O)cc1OC
    .	-4.6	0.1	-0.1	8.5	5.2	.	1.4
> O=S(=O)(NC1=NCCCCC1)c1ccc(Cl)cc1
    5.1	1.6	1.6	0.0	13.8	-7.6	0.5	1.4
> CN(Cc1cccc(Cl)c1)C(=O)C1CCN(C(=O)Nc2ccccc2)CC1
    .	-8.9	-1.2	0.2	-17.6	-3.2	-3.3	-4.2
> COc1ccc(/C=C/C(=O)NCCc2ccc(OC)c(OC)c2)cc1
    -4.1	.	0.3	0.0	29.5	.	.	.
> O=C(Nc1ccccc1C(=O)Nc1ccccc1C(=O)O)c1ccccc1
    -28.8	-4.8	-1.8	0.1	-38.1	-18.9	0.6	-2.5
> CCCCNC(=O)CCC(=O)N1CCN(C(c2ccccc2)c2ccccc2)CC1
    -7.1	2.1	-0.2	0.0	-11.9	-21.5	0.7	-6.9
> O=C(COC(=O)C1CC1)Nc1ccc2[nH]c(=O)[nH]c2c1
    .	13.7	-1.3	0.0	-8.1	-3.9	0.6	-0.4
> COc1ccc(CN2C[C@@H](CO)O[C@@H](n3cnc4c(N5CCCC5)ncnc43)C2)cc1
    -3.9	15.5	0.0	-0.4	5.7	-7.8	2.9	-2.2
> COc1ccc(CN(C)C[C@@H]2OCCCC[C@H](C)Oc3ccc(NC(=O)Cc4ccccc4)cc3C(=O)N([C@H](C)CO)C[C@@H]2C)cc1
    -8.3	27.5*	0.0	0.1	-19.1	.	0.1	.
> O=C(C[C@H]1CC[C@@H]2NC[C@H](O)COC[C@H]2O1)N1CCc2ccccc2C1
    6.5	1.8	-0.2	0.1	6.8	.	-1.3	.
> O=C(Nc1ccccc1F)N[C@H]1CC[C@H](CCNS(=O)(=O)c2ccc(Cl)cc2)O[C@@H]1CO
    -6.4	-7.6	1.9	-0.7	-1.1	6.1	3.9	-0.1
> Clc1ccc(CNC23CN4CN(CN(C4)C2)C3)c(Cl)c1
    .	-1.4	4.0	1.1	1.8	-2.6	.	-15.9
> O=C(Nc1cccc(F)c1)N1C[C@H]2[C@@H](c3ccccc31)[C@H](CO)N2C(=O)Cc1ccccc1
    9.8	-12.8	0.2	0.1	-18.0	1.8	1.3	-1.3
> CC(=O)Nc1c(Cl)cc2c(c1Cl)Cc1cc(C#N)ccc1-2
    .	12.1	-0.2	-0.1	.	-3.8	-1.1	6.3
> Cc1ccc(N(CC(=O)N/N=C/c2cccnc2)S(=O)(=O)c2ccccc2)cc1
    .	-10.6	1.2	0.0	10.5	-1.7	0.2	1.4
> O=C(c1ccco1)N1CCN(C(=S)Nc2ccccc2C(F)(F)F)CC1
    10.7	-8.1	-0.1	0.2	14.9	-11.2	0.1	0.4
> CC(C)Sc1nc2c(c(=O)[nH]c(=O)n2C)n1CC(O)COc1ccccc1 (centres undefined)
    7.9	-3.1	.	0.1	-7.3	-9.4	-1.0	3.7
> C[C@H](CO)N1C[C@H](C)[C@H](CN(C)C)Oc2ncc(-c3ccc(C(=O)N(C)C)cc3)cc2C1=O
    10.9	?	0.1	-0.8	2.2	-6.8	-1.6	-4.7
> OC[C@H]1[C@@H](c2ccc(-c3cccnc3)cc2)[C@@H]2CN(Cc3ccccn3)CCCCN12
    -1.7	5.0	0.1	0.2	0.3	-24.2	-0.5	5.1
> COc1ccc(CNC(=O)Cn2c(=O)n(CCC(=O)N3CCCCC3)c(=O)c3sccc32)cc1
    -0.8	0.2	.	0.1	-3.6	-2.9	2.7	2.4
> CCN(Cc1ccccc1)C(=O)Cn1c(=O)oc2ccccc21
    -7.0	-4.0	.	0.0	13.8	-18.7	1.5	2.2
> CN(C)CC(=O)Nc1ccc2c(c1)[C@@H]1C[C@@H](CC(=O)N(C)C)O[C@H](CO)[C@@H]1O2
    -2.0	?	-0.6	0.1	7.4	-7.8	-0.5	-1.4
> COc1ccc(-c2cc(-c3cccnc3)c(C#N)c(N)n2)cc1
    .	9.4	0.3	0.2	19.1	-36.1	-3.2	-0.1
> O=C(Nc1nc(-c2ccccn2)cs1)C1COc2ccccc2O1 (centres undefined)
    -6.7	-3.3	0.2	0.0	-7.7	-25.7	4.9	-0.2
> COc1ccc(S(=O)(=O)N[C@@H]2CC[C@H](CCn3cc(C(C)C)nn3)O[C@@H]2CO)cc1
    0.4	2.2	-0.1	0.5	0.8	-8.4	-1.1	1.7
> O=C(NC(=S)N1CCN(C2CCCCC2)CC1)c1ccccc1
    0.1	.	0.3	-0.1	-4.1	-5.1	-5.8	1.8
> CCNC(=O)CC1C(=O)N(c2ccc(F)cc2)C(=O)N1CCc1sccc1C (centres undefined)
    .	-1.0	.	-0.1	11.7	-13.4	-1.9	-2.2
> C[C@H](CO)N1C[C@H](C)[C@H](CN(C)Cc2ccc(C(F)(F)F)cc2)Oc2ccc(NC(=O)C3CCCCC3)cc2C1=O
    0.6	-8.0	-15.7	0.1	1.5	8.0	-0.8	0.0
> COc1ccc2c3c(n(C)c2c1)[C@@H](CO)N(C(=O)Cc1ccccn1)CC31CN(Cc2ccccn2)C1
    .	5.3	-0.2	0.2	7.4	.	4.1	.
> CN1CCN(C(=O)c2cc(COc3ccc(F)cc3Cl)on2)CC1c1ccccc1 (centres undefined)
    -3.1	18.4	0.9	0.1	-22.2	-154.1	2.3	0.7
> Cc1cccc(OCCC(=O)Nc2ccc(N3CCOCC3)cc2N2CCOCC2)c1
    -0.3	?	.	-0.1	9.5	4.3	3.8	-0.5
> COC(=O)CN1C(=O)N/C(=C/c2cc(Cl)c(OC)c(OC)c2)C1=O
    -2.9	1.5	0.7	0.0	14.0	-1.4	-0.4	0.9
> O=C(O)c1ccccc1C(=O)N1CCN(S(=O)(=O)c2cccc(C(F)(F)F)c2)CC1
    8.6	8.1	0.0	0.0	-8.5	-0.7	1.2	1.8
> C[C@@H]1CCCCO[C@H](CN(C)C(=O)CCC(F)(F)F)[C@@H](C)CN([C@@H](C)CO)C(=O)c2cc(NS(=O)(=O)c3ccccc3)ccc2O1
    -2.5	12.4	0.2	-0.7	-14.3	7.0	-0.9	1.6
> CC(C)NC(=O)Nc1ccc2c(c1)C(=O)N(C)[C@@H]1CC[C@@H](CC(=O)NCC3CCCCC3)O[C@H]1CO2
    8.6	-6.5	-0.2	0.2	12.6	-2.6	3.0	4.7
> Cc1ccc(C)c(-n2cc(CNC(C)Cn3cncn3)c(-c3ccccc3)n2)c1 (centres undefined)
    2.9	10.2	1.4	0.0	-5.7	-2.7	3.6	4.5
> O=c1[nH]c(-c2ccc(F)cc2)nc2c1sc(=S)n2-c1ccccc1
    -5.0	4.5	.	0.1	-5.7	-21.7	.	-1.0
> Cc1ccc(NC(=O)NNC(=O)CSC2CCc3ccccc32)c(C)c1 (centres undefined)
    .	11.7	0.0	0.0	7.6	-87.0	-1.4	-0.7
> C[C@@H]1CN([C@@H](C)CO)C(=O)c2cc(NC(=O)C3CCCCC3)ccc2O[C@@H](C)CCCCO[C@H]1CN(C)S(=O)(=O)c1cn(C)cn1
    -5.6	-0.2	-0.3	0.2	5.4	11.7	0.0	-4.2
> COc1ccc(NC(=O)C2(C)Cc3c(-c4ccc(NC(C)=O)cc4)ccnc3O2)cc1OC (centres undefined)
    9.5	1.3	0.2	0.1	6.0	-0.3	-1.3	2.4
> O=S(=O)(c1ccccc1)N1CCN(c2ccnc3cc(Cl)ccc23)CC1
    .	0.6	3.0	0.1	3.1	-38.7	2.4	4.4
> CCCCNC(=O)C1c2ccccc2OCC(=O)N1Cc1ccco1 (centres undefined)
    .	-11.1	.	0.5	-0.8	-8.5	2.1	-1.0
> COc1ccc(NC(=O)c2ccc([N+](=O)[O-])o2)cc1
    5.0	-3.6	-3.7	0.0	0.2	-14.9	-10.9	0.0
> O=C(C=Cc1ccc2c(c1)OCO2)c1ccccc1
    4.8	-0.8	-1.5	0.0	-21.0	-37.6	3.6	-4.2
> CN(C)c1ccc(/C=N/n2c(-c3ccccc3Br)n[nH]c2=S)cc1
    -4.6	0.7	-0.1	-0.1	-6.6	-26.7	0.3	-1.9
> Cc1nc2ccccc2c2c1C(=O)N(C(C)C)C2=O
    .	13.8	.	.	3.0	0.9	-1.5	-4.1
> COCCOC(=O)c1c(C)oc2cc(Br)c(OCC(N)=O)cc12
    .	6.5	.	0.3	22.4	-3.9	.	6.9
> O=C(NNC(=O)c1ccc2ccccc2c1)c1ccc(Cl)c(Cl)c1
    3.1	-3.5	-0.2	0.2	.	-4.0	0.4	1.8
> CCOc1ccc(N(CC(=O)N2CCCCCC2)S(C)(=O)=O)cc1
    -0.1	16.9	.	0.0	7.6	-6.3	-0.3	-1.6
> Cc1ccc(OCC(=O)N2CCCCCC2)c(C)c1
    -1.7	.	.	.	29.3	-18.8	-1.6	2.4

Compound activity deposited in PubChem BioAssay by Broad Institute.
